# Screens from PubChem BioAssay.
# eLon inh = inhibits E. coli Lon protease; P0A9M0; purified E. coli Lon protease, fluorescence polarization; inhibition, % at 7.94 µM; actives 0.42% (n = 360,000); AID 602123; in the data active means inhibition above about 13%, passing the limit was not always enough;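 further: 0% = enzyme with probe and DMSO and 100% = no enzyme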
# MsrA inhibitor = inhibits bovine methionine sulfoxide reductase A; purified bovine MsrA, absorbance read-out; inhibition, % at 15.5 µM; actives 0.75% (n = 360,000); in the data active means inhibition above about 4.5%;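 further: 0% = vehicle wells with enzyme and 100% = reference inhibitor wells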
# Rpn11 block = inhibitors of human proteasome Rpn11; O00487; human 26S proteasome, Ub4-pepOG fluorescence polarization; 20S core pre-blocked with epoxomicin; calls only at 20 µM; actives 0.59% (n = 360,000); AID 588493;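 active means inhibition at 20 µM, scaled to each plate's controls, above about 33%, limit read from the data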
# Target sequence (O00487 whole entry, looked up): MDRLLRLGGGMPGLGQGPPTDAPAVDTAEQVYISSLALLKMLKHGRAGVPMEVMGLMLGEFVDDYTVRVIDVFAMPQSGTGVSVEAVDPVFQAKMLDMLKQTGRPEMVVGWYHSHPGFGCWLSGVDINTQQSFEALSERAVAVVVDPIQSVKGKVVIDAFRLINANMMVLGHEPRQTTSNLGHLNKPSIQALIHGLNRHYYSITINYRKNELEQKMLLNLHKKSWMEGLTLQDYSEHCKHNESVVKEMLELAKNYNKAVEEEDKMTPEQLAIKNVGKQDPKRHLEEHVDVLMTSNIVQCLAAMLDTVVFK
# bovine MsrA act = bovine methionine sulfoxide reductase A activation; activation, % at 10.6 µM; purified bovine MsrA, absorbance read-out; actives 0.3% (n = 360,000); AID 602163; in the data active means activation above about 7.5%;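 further: 0% = vehicle and 100% = reference activator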
# FAS TE block = FAS thioesterase (human) inhibition | P49327 | recombinant FAS-TE, OMFH fluorogenic substrate, fluorescence endpoint | inhibition, % at 15 µM | actives 0.67% (n = 360,000) | AID 602261;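 active means compounds whose normalised, plate-corrected inhibition of enzyme fluorescence in the single-dose primary screen is 50% or more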;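 further: 0% = DMSO with enzyme and 100% = substrate without enzyme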
# CSN deneddyl inh = inhibitors of human CSN-mediated cullin deneddylation; Q92905; Purified CSN, SCF-Nedd8-OG deneddylation, fluorescence polarization; inhibition, % at 12.5 µM; actives 0.38% (n = 360,000);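 active means pattern-corrected inhibition above about 35%, with an unprinted fluorescence ratio check between 0.5 and 1.5, limit read from the data, passing the limit was not always enough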;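 further: 0% = enzyme with substrate and 100% = substrate without enzyme; some results filed as inactive read as strong as hits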
# Target sequence (Q92905 whole entry, looked up, one chain of several): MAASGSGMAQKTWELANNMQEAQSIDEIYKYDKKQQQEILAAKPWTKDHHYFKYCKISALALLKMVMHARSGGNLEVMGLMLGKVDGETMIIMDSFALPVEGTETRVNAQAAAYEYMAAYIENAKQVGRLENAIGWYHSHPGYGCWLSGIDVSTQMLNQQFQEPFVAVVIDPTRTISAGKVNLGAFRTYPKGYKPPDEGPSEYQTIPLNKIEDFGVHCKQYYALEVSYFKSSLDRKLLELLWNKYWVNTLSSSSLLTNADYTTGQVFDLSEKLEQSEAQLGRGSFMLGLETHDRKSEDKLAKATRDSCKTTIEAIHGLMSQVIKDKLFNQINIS
#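 assay system = purified human Csn5 enzyme expressed in HEK293T cells | amount = 0.24 nM enzyme | buffer or medium = Tris/NaCl/DTT buffer, pH 7.5 | reagent = 10 nM SCFSkp2-Nedd8OG | compound = one concentration, 12.5 µM, 0.25% DMSO | times = 90 min reaction at room temperature | signal = FP | read-out basis = % inhibition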
# Rin1 Abl inh = blocks binding of human Rin1 to Abl. inhibition, % at 7.35 µM. AID 588664. TR-FRET Rin1/Abl binding, biochemical. actives 0.4% (n = 360,000); in the data active means inhibition above about 5%, passing the limit was not always enough
# MLLE-PAM2 inh = blocks PAM2 peptide binding to the PABP1 MLLE domain. actives 0.36% (n = 360,000). GST-MLLE / FITC-PAM2 fluorescence polarization. P11940. inhibition, % at 20 µM. AID 588489; in the data active means inhibition above about 35%, passing the limit was not always enough;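 further: plate controls were DMSO wells with GST-MLLE for no effect and wells lacking GST-MLLE protein for full effect; some results filed as inactive read as strong as hits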
# MT1-MMP act inh = MT1-MMP (human) activation inhibition; P50281; HT1080 RFP-PRO-GFP cells, GFP/RFP ratio fluorescence, overnight; percent of plate control window, DMSO zero; GFP/RFP ratio change, % at 20 µM; actives 0.061% (n = 360,000);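 active means GFP/RFP ratio change of at least 30% with cell ATP level not reduced by more than half and red fluorescence within 50% of control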; further: strong numbers were not always called active
#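 Test system: HT1080 RFP-PRO-GFP cells; Benchmarks: DMSO and RFP-L50D-GFP cell wells; Timing: cells overnight before dosing, compound overnight, 37 °C, 5% CO2; Compound: one 20 µM compound dose with 1% DMSO; Read-out: GFP/RFP fluorescence ratio.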
# Numbers without * were called inactive; i = inactive; / = no result given.
no. | SMILES | eLon inh | MsrA inhibitor | Rpn11 block | bovine MsrA act | FAS TE block | CSN deneddyl inh | Rin1 Abl inh | MLLE-PAM2 inh | MT1-MMP act inh
1 | Nc1ccc2oc(CCc3ccccc3)nc2c1 | -4 | / | i | -2 | -10 | 1 | 1 | 0 | 7
2 | Cc1nc2sccn2c(=O)c1S(=O)(=O)N1CCN(c2ccccc2)CC1 | -3 | 0.9 | i | -3 | 2 | 0 | -3 | -4 | 9
3 | O=C(COC(=O)/C=C/c1cccc(C(F)(F)F)c1)Nc1ccc(Cl)cn1 | -14 | 1.1 | i | -3 | -3 | 0 | 0 | 0 | 0
4 | CC(=O)O[C@]1(C(C)=O)CCC2C3C=C(C)C4=CC(=O)CC[C@]4(C)C3CC[C@@]21C (stereo not given in full) | -6 | 0.1 | i | -1 | 10 | -3 | -3 | -8 | -3
5 | COc1ccccc1OCCNC(=O)CSC(=S)N1CCCC1 | -4 | -1.1 | i | 0 | -7 | 2 | 0 | 15 | 2
6 | COc1ccc(S(=O)(=O)N2CCC(C(=O)NC3CC(C)(C)NC(C)(C)C3)CC2)cc1 | -9 | -0.8 | i | -2 | -8 | -1 | 1 | 2 | 2
7 | CC1CC(NC(=O)Cc2ccc(Br)cc2)CC(C)(C)C1 (stereo not given) | -1 | 1.0 | i | -6 | 14 | -4 | 5 | 6 | -14
8 | O=C(COc1ccc(-c2ccccc2)cc1)Nc1cccnc1 | -5 | -0.9 | i | -2 | 11 | 4 | 0 | 11 | 3
9 | COc1ccc(C(=O)OCC(=O)c2ccc[nH]2)c(OC)c1 | -1 | 0.1 | i | -5 | -5 | 6 | 4 | 8 | 0
10 | Cc1ccc(C(=O)NC(=S)Nc2ccc(Oc3ccc(Cl)cc3)cc2)cc1 | -6 | -1.4 | i | 1 | 24 | -2 | 0 | 29 | -6
11 | CS(=O)(=O)N1CCn2c1nc1ccccc12 | -2 | -0.5 | i | -2 | -5 | -3 | -1 | 2 | 4
12 | CN(C)c1ccc(Nc2nc(N)c3ccccc3n2)cc1 | -4 | 0.3 | i | -2 | -6 | -4 | -3 | 20 | 21
13 | O=[N+]([O-])c1ccc(P(=O)(Cc2ccccc2)c2ccccc2O)cc1 (stereo not given) | 3 | 0.6 | i | -3 | -1 | -4 | 1 | 13 | 6
14 | O=C(NC(=S)Nc1ccc2oc(-c3ccncc3)nc2c1)c1ccccc1F | -1 | 0.3 | i | 1 | -2 | -1 | 1 | -8 | 7
15 | COc1ccc(Cn2c(CCCO)nc3ccccc32)cc1OC | -6 | 0.1 | i | -2 | -8 | -4 | 1 | -6 | -3
16 | Cc1ccc(/C=C/C(=O)CCC(=O)O)cc1 | -7 | 2.2 | i | -3 | -1 | 5 | 0 | -3 | -1
17 | COc1cc(OC)cc(C(=O)N2CCC(C(=O)Nc3ccc4c(c3)OCCO4)CC2)c1 | 6 | -0.5 | i | -2 | -7 | -3 | -3 | 5 | 10
18 | COc1ccc(CNCCC(c2ccc(F)cc2)c2ccc(OC)cc2)cc1 (stereo not given) | 9 | -0.9 | i | -8 | 1 | -3 | 3 | 12 | -6
19 | COC(=O)c1ccc(OC)c(NS(=O)(=O)c2ccc(-n3cnnn3)cc2)c1 | 4 | 0.3 | i | -10 | -3 | 1 | 2 | -5 | -1
20 | Cc1cc(C)c2ccc3c(C)c(C)n(C)c3c2n1 | 11 | 1.2 | i | -4 | 7 | -12 | 4 | -7 | 1
21 | COC(=O)c1cc(CNC(=O)C2CC(=O)N(c3ccc4c(c3)OCCO4)C2)ccc1OC (stereo not given) | 0 | 0.5 | i | 0 | -13 | 0 | 2 | -1 | -1
22 | O=C(CSc1ncnc2c1cnn2CCc1ccccc1)Nc1cccc(C(F)(F)F)c1 | 8 | -0.2 | i | 6 | 20 | 5 | -3 | -9 | -10
23 | Cc1ccc(S(=O)(=O)NCCC(=O)N2CCN(S(=O)(=O)c3ccccc3)CC2)cc1C | -7 | 0.3 | i | -6 | -1 | -5 | 6 | -10 | 4
24 | CCCCN(CC)CCNC(=O)Cn1cc2c(n1)-c1c(oc(C(=O)N3CCCC3)c1C)CC2 | -15 | 0.6 | i | -4 | -3 | 0 | 1 | 3 | 0
25 | CCOc1ccc(NC(=O)C2CCCN(S(=O)(=O)c3ccc4[nH]c(=O)ccc4c3)C2)cc1 (stereo not given) | 1 | -1.0 | i | -2 | 0 | -1 | 3 | -1 | 1
26 | CC(=O)/C(=N\Nc1ccc(C)cc1)Sc1nncn1C | 1 | 2.0 | i | 0 | -11 | -2 | -1 | -10 | 0
27 | Cc1nc(N)sc1-c1csc(Nc2ccccn2)n1 | 4 | 1.2 | i | -1 | -6 | 2 | -1 | -26 | -8
28 | Nc1nnc(Cc2c[nH]c3ccccc23)s1 | -6 | 0.2 | i | -5 | -14 | 3 | -3 | -38 | -4
29 | COc1cccc(NC(=O)c2cccc(N3C(=O)C4CCC(C)CC4C3=O)c2)c1 (stereo not given) | -7 | -0.7 | i | -2 | 10 | -2 | 0 | -13 | 1
30 | CCN(CC)C1=N/C(=C\c2ccco2)C(=O)N1c1ccccc1 | -30 | 0.2 | i | 0 | 0 | 12 | 1 | 1 | -15
31 | COCC(C)NC(=O)Cn1c(SCc2ccccc2)nc2ccccc21 (stereo not given) | -6 | -0.5 | i | 0 | -8 | 3 | 3 | -3 | -1
32 | Cc1cccc(NC(=O)CSCC(=O)Nc2cc(S(=O)(=O)N3CCOCC3)ccc2OC(C)C)c1 | -13 | -1.1 | i | -1 | 5 | -4 | 1 | 10 | -3
33 | COC1=C/C(=C/c2c(N)n3c(nc2=O)sc2cc(S(C)(=O)=O)ccc23)C=CC1=O | -211 | 3.4 | / | -4 | -10 | 116 | -4 | -175 | 33
34 | c1ccc(-c2noc(-c3ccccc3-c3ccccc3)n2)cc1 | -21 | -0.7 | i | -2 | 28 | -4 | -2 | 9 | -4
35 | Cc1nc2ccc(NC(=O)c3ccc(N4C(=O)CCC4=O)cc3)cc2s1 | 7 | 0.3 | i | 0 | -3 | -4 | 1 | -5 | 6
36 | O=C(CCNC(=O)c1ccc(Br)cc1)NCCCc1ccccc1 | -9 | 1.9 | i | -2 | 11 | -5 | 4 | 17 | 9
37 | Cc1csc(NC(=O)CSc2ccc(-c3ccccn3)nn2)n1 | -16 | -0.6 | i | -4 | -3 | 1 | -4 | 17 | 3
38 | CN(C)C1CCN(C(=O)c2cccc(OC3CCN(S(=O)(=O)N(C)C)CC3)c2)C1 (stereo not given) | 9 | -1.9 | i | -1 | -3 | -3 | -1 | -6 | 0
39 | Cc1cc(C)cc(CC(=O)N2CCC2(C)C(=O)NS(=O)(=O)c2cccc(F)c2)c1 (stereo not given) | 8 | -1.1 | i | -3 | -6 | -4 | -1 | 4 | 1
40 | COc1ccc2c(c1)c(=O)c(C(=O)c1ccccc1)cn2Cc1ccc(C)cc1 | 2 | 0.8 | i | -3 | 14 | 7 | 0 | 10 | -6
41 | COc1cc(C(=O)NCCSc2ccccc2)cc(OC)c1OC | -5 | 1.2 | i | -4 | 0 | -1 | -2 | -1 | 3
42 | CSc1nc(C)cc(Oc2ccc(OCCOc3ccccc3)nn2)n1 | 0 | 0.2 | i | 0 | 2 | 2 | -2 | 25 | 5
43 | CC(C)CN(C(=O)COC(=O)c1cc2ccccc2cc1O)c1c(N)n(Cc2ccccc2)c(=O)[nH]c1=O | -9 | 2.4 | i | -3 | 14 | -1 | 1 | -1 | -15
44 | Cc1ccc(C(=O)NNC(=O)Cc2nc3nc(C)cc(C)n3n2)cc1 | 1 | 0.3 | i | -8 | -9 | 4 | -3 | 2 | 0
45 | COC(=O)C1=C(C)N(CC2CC2)C(=NCc2cc(OC)c(OC)c(OC)c2)N[C@H]1c1ccccc1 | -8 | / | i | 2 | -4 | -6 | 0 | -101 | 2
46 | CCCOc1ccc(F)cc1-c1cc(C(=O)NCc2ccco2)[nH]n1 | 10 | -0.9 | i | -6 | 8 | 3 | 0 | -1 | -4
47 | C/C(=N\NC(=O)Cn1ccc(C(F)(F)F)n1)c1ccc(N2CCOCC2)cc1 | 1 | 2.8 | i | -5 | -2 | -2 | -1 | -21 | -1
48 | COc1ccc(-c2cc(N3CCCC3)n3ncnc3n2)cc1 | 2 | 2.7 | i | -4 | -2 | 4 | -4 | -1 | -9
49 | COCCN(C(=O)c1cc(-c2ccc(F)cc2)nc2ccccc12)c1c(N)n(CC(C)C)c(=O)[nH]c1=O | 1 | 0.1 | i | -8 | -7 | 1 | 0 | -3 | -3
50 | COCCNC(=O)/C(C#N)=C\c1ccc(CNS(=O)(=O)c2ccccc2)o1 | 0 | 1.0 | i | -9 | -6 | 0 | 1 | 4 | -4

# (further entries)
no. | SMILES | eLon inh | MsrA inhibitor | Rpn11 block | bovine MsrA act | FAS TE block | CSN deneddyl inh | Rin1 Abl inh | MLLE-PAM2 inh | MT1-MMP act inh
51 | N#CCc1ccc(-c2cccc3nccn23)cc1 | 1 | 2.0 | i | 1 | -6 | -2 | -6 | 13 | 0
52 | CSCC[C@H](NC(=O)c1cccs1)c1nnc2ccccn12 | -5 | 0.3 | i | -5 | -6 | -5 | 3 | -6 | 2
53 | CCCCC(=O)NC1(C(F)(F)F)C(=O)Nc2c1c(=O)[nH]c(=O)n2Cc1ccco1 (stereo not given) | 4 | -0.5 | i | -2 | -8 | 1 | 2 | 13 | -8
54 | CC(C)Sc1oc(-c2ccco2)nc1S(=O)(=O)c1ccc(F)cc1 | -10 | 0.9 | i | -4 | 14 | 16 | 3 | -71 | -14
55 | COc1ccc(/C(C)=N\O)cc1OC | 4 | -1.7 | i | -4 | -4 | 1 | 0 | 14 | 0
56 | COc1ccc(C(CNC(=O)/C=C/c2c(Cl)nc3ccccn23)N(C)C)cc1 (stereo not given) | 7 | 2.1 | i | -4 | -3 | -4 | -5 | -1 | -2
57 | O=C(CC(C(=O)O)c1ccc(Cl)cc1)c1ccc(Br)cc1 (stereo not given) | -17 | -1.6 | i | -1 | 2 | -3 | 4 | -12 | 6
58 | CC(=O)c1cccc(OCC(=O)N(Cc2ccco2)c2c(N)n(Cc3ccccc3)c(=O)[nH]c2=O)c1 | -21 | 2.5 | / | -1 | -5 | 1 | 0 | -9 | -5
59 | C/C(=N\O)C1(C)N(O)C(C)(C)C(c2ccco2)=[N+]1[O-] (stereo not given) | -5 | -0.2 | i | -3 | -6 | -3 | -1 | -4 | 1
